High-throughput results (PubChem)
BCLXL inh: inhibitors of human Bcl-xL, primary screen, biochemical, fluorescence polarization, HTS; Bcl-2-like protein 1 (Homo sapiens), Q07817; GST-Bcl-xL / FITC-Bim BH3 peptide fluorescence polarization; inhibition, % at 10.9 µM; hit rate 0.7% among 320,000; AID 2129, 2009;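 active = inhibition above the mean of all tested compounds plus 3 SD, cutoff set per campaign, cut at about 30% in these data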;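 note: 0% = DMSO wells and 100% = unlabeled Bim-BH3 peptide competitor; inhibitors lower millipolarization by displacing the labeled peptide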
Target sequence (Q07817 whole entry, looked up): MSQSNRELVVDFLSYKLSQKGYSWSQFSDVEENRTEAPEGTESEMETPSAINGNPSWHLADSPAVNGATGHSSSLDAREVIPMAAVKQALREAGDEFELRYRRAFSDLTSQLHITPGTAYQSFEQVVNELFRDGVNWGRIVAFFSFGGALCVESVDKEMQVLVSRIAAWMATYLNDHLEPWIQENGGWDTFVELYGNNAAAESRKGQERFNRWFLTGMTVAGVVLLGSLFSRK
MEX-5 binding: MEX-5 zinc finger RNA-binding disruptors – biochemical, C. elegans, fluorescence polarization, MLPCN library, primary screen. Zinc finger protein mex-5 (Caenorhabditis elegans), Q9XUB2. MEX-5/FITC-TCR2 RNA binding; hits give low values. activity score (negative = inhibition of binding), % at 10 µM. hit rate 0.38% among 300,000. AID 1832, 2009;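 active = inhibition past about -25% in most replicates, and total fluorescence under double the plate's negative control median, limit read from the data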;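 note: 0% = DMSO and -100% = 5 µM competing unlabeled TCR2 RNA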
PME-1 inh: PME-1 inhibitors via competitive probe labeling, primary screen, biochemical, fluorescence polarization, FP-Rh probe, HTS; recombinant PME-1; inhibition, % at 5.9 µM; hit rate 0.53% among 320,000;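 active = inhibition above the campaign mean of all compounds plus 3 SD, cut at about 26% in these data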;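 note: competitive labeling of PME-1 active site by serine hydrolase directed probe; 0% = PME-1 with DMSO and 100% = wells lacking PME-1 enzyme; inhibitors block probe labeling so polarization falls and inhibition rises; many of its hits are not listed in these tables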
Target sequence (Q9Y570 whole entry, looked up): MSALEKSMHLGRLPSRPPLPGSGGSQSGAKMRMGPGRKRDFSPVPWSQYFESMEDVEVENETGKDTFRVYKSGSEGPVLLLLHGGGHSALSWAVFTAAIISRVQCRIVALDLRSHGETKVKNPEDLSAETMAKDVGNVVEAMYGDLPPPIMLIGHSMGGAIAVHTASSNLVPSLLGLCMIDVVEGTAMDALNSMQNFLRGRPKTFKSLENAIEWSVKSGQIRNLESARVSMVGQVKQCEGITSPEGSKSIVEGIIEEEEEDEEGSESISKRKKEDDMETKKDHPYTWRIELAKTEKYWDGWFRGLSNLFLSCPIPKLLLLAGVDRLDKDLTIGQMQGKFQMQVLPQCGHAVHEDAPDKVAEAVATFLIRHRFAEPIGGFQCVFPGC
GRK2 aptamer HTS: compounds blocking aptamer binding on GRK2 – biochemical, human GRK2, bead flow cytometry, HTS, primary screen. Beta-adrenergic receptor kinase 1 (Homo sapiens), P25098. FAM-aptamer displacement from GRK2. inhibition of aptamer binding, % at 10 µM. hit rate 0.59% among 330,000;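 active = inhibition of aptamer binding above 40%, roughly 3 SD of noise, on plates passing a quality check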;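 note: median bead fluorescence of bound FAM aptamer so fluorescent compounds give negative values; no value below 0 was filed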
MCL1 BIM primary: inhibitors of MCL1 binding to BIM-BH3, primary screen, biochemical, fluorescence polarization; Induced myeloid leukemia cell differentiation protein Mcl-1 (Homo sapiens), Q07820; GST-MCL1 / FITC-Bim-BH3 fluorescence polarization; inhibition, % at 10.9 µM; hit rate 0.68% among 320,000;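 active = inhibition above the mean inhibition of all tested compounds plus 3 SD, set per campaign, cut at about 40% in these data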;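 note: 0% = DMSO wells and 100% = unlabeled Bim-BH3 peptide control; higher means more loss of mP so more displacement of Bim peptide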
GLD-1 TGE inh: GLD-1/TGE RNA complex disruptors, primary screen, biochemical, fluorescence polarization. inhibition, % at 5.96 µM. AID 2280, 2010. purified GLD-1 + fluorescein TGE RNA. hit rate 0.44% among 320,000;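 active = percent inhibition above a per-plate cutoff, the plate mean of test compounds plus 3 SD, cut at about 30% in these data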;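 note: 0% = DMSO wells with GLD-1 and probe and 100% = wells lacking GLD-1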
Target sequence (Q17339 whole entry, looked up): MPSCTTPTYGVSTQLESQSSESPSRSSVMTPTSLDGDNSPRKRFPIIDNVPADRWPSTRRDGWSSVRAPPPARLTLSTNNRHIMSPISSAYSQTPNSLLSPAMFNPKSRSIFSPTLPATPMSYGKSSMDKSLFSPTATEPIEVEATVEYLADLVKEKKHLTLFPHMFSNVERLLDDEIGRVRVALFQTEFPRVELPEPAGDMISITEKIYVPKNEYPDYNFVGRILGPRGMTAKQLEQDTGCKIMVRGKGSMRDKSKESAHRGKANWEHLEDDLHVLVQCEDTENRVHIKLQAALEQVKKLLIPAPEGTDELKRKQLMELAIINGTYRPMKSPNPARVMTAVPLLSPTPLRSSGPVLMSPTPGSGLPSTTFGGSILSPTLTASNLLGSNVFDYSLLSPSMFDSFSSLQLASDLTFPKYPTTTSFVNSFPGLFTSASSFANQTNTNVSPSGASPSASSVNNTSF
Efflux pump inh: inhibitors of Candida efflux pumps in yeast, primary screen, S. cerevisiae, Nile Red, multiplex; S. cerevisiae Candida pump triplex; inhibition, % at 10 µM; hit rate 0.44% among 330,000; AID 485275, 2010;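 active = plate passing quality check with inhibition over a set limit, or well fluorescence over plate mean plus 4 SD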;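 note: Nile Red retained in pooled yeast measured as flow cytometry median fluorescence; 0% = buffer negative control and 100% = Enniatin B positive control; higher means more Nile Red kept so more efflux inhibition; some compounds called inactive have numbers as strong as hits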
Fam108B inh: mouse Fam108B serine hydrolase inhibitors, primary screen, counter-screen for RBBP9 inhibitor project, biochemical, fluorescence polarization. recombinant Fam108B, FP-Rh probe fluorescence polarization. inhibition, % at 9.51 µM. hit rate 0.33% among 300,000;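 active = inhibition above the screen mean inhibition plus 3 SD, computed separately per campaign, cut at about 18% in these data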;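 note: inhibitors lower polarization as less probe binds the enzyme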
VLA-4 inh: inhibition in human VLA-4 binding assay, primary screen, VLA-4 allosteric modulator project, MLPCN library, flow cytometry, VLA-4 expressing cells | ligand binding flow cytometry | Integrin alpha-4 (Homo sapiens), P13612 | hit rate 0.2% among 330,000 | inhibition, % (about 7 µM as worked out from the volumes in the protocol); in the data active = inhibition above about 50%
* = called active by the depositor; nt = not tested or not shown; & = joins results of further samples. Not all compounds are listed (hit frequency here may not be typical).

cpd	SMILES	BCLXL inh	MEX-5 binding	PME-1 inh	GRK2 aptamer HTS	MCL1 BIM primary
1	COc1ccccc1NC(=O)Cn1cc(C(=O)C2CC2)c2ccccc21	2	-0.7	2	3	6
2	O=S(=O)([N-]c1nc2ccccc2nc1-[n+]1ccccc1)c1ccccc1	0	0.7	1	0	-3
3	COc1ccccc1N1CCN(C(c2ccc(Cl)cc2)c2nnnn2C(C)(C)C)CC1 (stereo not given)	9	0.1	-1	2	6
4	CC(=O)C1=C(O)C(=O)N(c2nccs2)C1c1ccccc1F (stereo not given)	3	-0.2	-1	2	36
5	CC(=S)c1c(C)cc2cc(C)ccn12	14	-1.8	1	1	20
6	COc1cccc(C(=O)NCCOc2cc(C)cc(C)c2)c1	2	-1.3	-2	0	6
7	Oc1ccc(C=NCC2COc3ccccc3O2)cc1 (stereo not given)	-1	0.8	2	0	3
8	O=C(OCCN1CCCCC1)c1ccccc1F	7	2.0	-2	0	4
9	O=C(C1CCCN(S(=O)(=O)c2ccc(Cl)cc2)C1)N1CCCC1 (stereo not given)	-2	-0.9	6	2	-1
10	COc1cccc(NC(=O)CN(C)C(=O)c2oc3c(ccc4ccccc43)c2C)c1	4	3.6	-13	2	-3
11	O=C(CSc1ccc(-c2ccco2)nn1)N1CCCC1	5	-0.1	2	4	5
12	Cc1ccc(C(=O)NCc2ccco2)o1	4	-1.9	5	7	2

cpd	GLD-1 TGE inh	Efflux pump inh	Fam108B inh	VLA-4 inh
1	2	0.1	-1	20
2	0	0.6	0	3
3	-6	0.0	4	-5
4	1	0.0	-2	-3
5	-1	0.1	7	8
6	3	-1.7	0	28
7	5	-0.1	2	3
8	-4	0.1	4	5
9	-2	0.1	-2	-2
10	-1	0.0	-14	17
11	-5	0.0	2	5
12	7	-0.1	-2	7

More structures:
cpd	SMILES	BCLXL inh	MEX-5 binding	PME-1 inh	GRK2 aptamer HTS	MCL1 BIM primary
13	COc1ccc2nc(C)cc(NCCN3CCOCC3)c2c1	-1	0.3	4	0	1
14	CCc1c(O)nc(SCc2nc3ccccc3c(=O)[nH]2)[nH]c1=O	9	-1.1	-3	0	8
15	CCNC(=S)NCc1ccc(Cl)cc1	-1	-0.2	-4	2	6
16	COc1cc2cc(Oc3ccc4ccc(=O)oc4c3)c(=O)oc2cc1O	3	2.0	1	3	-1
17	O=C(Nc1ccc(F)cc1)c1sc2cc(C(F)(F)F)cnc2c1-c1cccs1	0	-1.7	-4	4	-10
18	Nc1cccc(O)c1	16	nt	1	0	9
19	Cc1ccc2nc(Nc3nc(C)cc(C(F)(F)F)n3)nc(C)c2c1	-7	-1.4	2	0	-8
20	Cc1ccc(NC(=O)c2cnc3ccccc3n2)cc1C	6	0.2	-1	1	1
21	CC(C)[C@H](NC(=O)Nc1cccc(C(F)(F)F)c1)C(=O)O	4	0.6	0	0	1
22	Cc1ccccc1CC(=O)Nc1ccc(C(=O)N2CCCC2)cc1	7	3.0	3	1	6
23	CC(C)(C)c1ccc(-c2nnc(N)o2)cc1	1	-1.0	6	0	6
24	CCC1CCCCN1CCCNC(=O)CCC(=O)N1CCOc2ccccc21 (stereo not given)	1	-0.2	-1	0	3

cpd	GLD-1 TGE inh	Efflux pump inh	Fam108B inh	VLA-4 inh
13	-3	0.1	-1	4
14	7	-0.1	4	4
15	-4	0.2	-1	3
16	-5	-0.4	0	3
17	-10	0.1	-3	-17
18	19	-0.1	nt	10
19	-1	0.3	-5	-5
20	3	-0.1	0	-1
21	4	0.0	-2	10
22	5	0.0	3	7
23	8	-0.1	2	14
24	3	0.0	0	18

(list continues)
cpd	SMILES	BCLXL inh	MEX-5 binding	PME-1 inh	GRK2 aptamer HTS	MCL1 BIM primary
25	O=C(CN1C(=O)NC2(CCCCC2)C1=O)N1CCN(S(=O)(=O)c2ccc(Cl)s2)CC1	-15	nt	4	1	-21
26	CCC(C)NS(=O)(=O)c1ccc(OCC(=O)N2CCCC2)cc1 (stereo not given)	9	0.4	-4	0	6
27	N#C/C(=N\Nc1cccc([N+](=O)[O-])c1)C(=O)c1ccc(Br)cc1	0	-0.1	29*	3	0
28	C/C(CC(=O)N(C(C)C)C(C)C)=N\NC(=O)c1ccccc1Br	-1	3.9	-7	1	2
29	COc1ccccc1CNC(=O)C(NS(=O)(=O)c1ccc2c(c1)OCCO2)C(C)C (stereo not given)	2	-1.1	0	0	-6
30	COc1ccc2c(c1)sc1nc(-c3ccccc3)cn12	3	0.8	-15	3	0
31	COc1cccc(OC)c1C(=O)Nc1nc2cc3c(cc2s1)OCO3	6	2.4	1	0	2
32	O=C(c1nc[nH]c1C(=O)N1CCN(c2ccccc2)CC1)N1CCN(c2ccccc2)CC1	5	nt	-2	0	6
33	COc1ccc(CS(=O)(=O)CC2(O)CCN(C(=O)c3cccc(C(F)(F)F)c3)CC2)cc1	8	1.5	-6	0	2
34	O=S(=O)(c1ccc(-c2csc(Nc3ccc(F)cc3)n2)cc1)N1CCCC1	3	-1.5	11	2	1
35	CC(=O)c1ccc(OCC(O)CN2CCN(Cc3ccc4c(c3)OCO4)CC2)cc1 (stereo not given)	-1&3	-2.9&2.2	-12&1	1&3	5&3
36	Cc1ccc(NC(=O)c2ccc(Cl)c(S(=O)(=O)N3CCCCCC3)c2)nc1	3	-1.3	-4	0	5

cpd	GLD-1 TGE inh	Efflux pump inh	Fam108B inh	VLA-4 inh
25	-5	0.1	nt	19
26	-6	0.0	0	41
27	-2	-0.2	27*	9
28	-2	0.2	4	13
29	8	-0.2	-2	-9
30	5	-0.1	4	10
31	-2	-0.1	5	6
32	-3	-0.3	nt	3
33	6	-0.1	1	-3
34	2	-0.5	9	1
35	2&-4	-0.1&-0.1	-3&-1	11&41
36	2	0.0	-1	19

Other entries follow:
cpd	SMILES	BCLXL inh	MEX-5 binding	PME-1 inh	GRK2 aptamer HTS	MCL1 BIM primary
37	O=C(CCNC(=O)c1ccccc1)NN=Cc1ccc(Br)o1	nt	nt	nt	58*	nt
38	O=C1Nc2ccccc2S/C1=C\C(=O)N1CCCC1	3	-0.3	-3	81*	0
39	CCC(C)NC(=O)C1CCN(S(=O)(=O)c2ccc(-n3cnnn3)cc2)CC1 (stereo not given)	2	-0.8	0	1	0
40	CN(C)c1nccc(N(Cc2ccccc2)Cc2ccccc2)c1C#N	6	1.3	-2	0	-5
41	COc1ccc(CCC(=O)OCC(=O)c2ccc[nH]2)cc1OC	nt	nt	nt	0	nt
42	COc1ccc(OC)c(N2C(=O)CC(Cc3cc(C)cc(C)c3)C2=O)c1 (stereo not given)	0	-1.0	1	0	0
43	CC(C)(C)NC(=O)CSc1n[nH]c(=O)n1-c1ccccc1	-2	-1.5	6	0	-1
44	O=c1c2ccccc2c(C=Nc2cccc(S(=O)(=O)NCc3ccco3)c2)c(O)n1-c1ccc(Cl)cn1	9	0.5	-26	2	-2
45	O=C1CCCC/C=C\C[C@H](CC(=O)N(CCO)Cc2ccccc2)C(=O)NCCO1	nt	nt	nt	0	nt
46	CC1(C2CC2)NC(=O)NC1=O (stereo not given)	-1	0.2	-4	0	-5
47	Cc1cc(NC(=O)CCCn2nc(C)c([N+](=O)[O-])c2C)no1	4	1.4	-8	51*	-1
48	COc1cccc(CNC(=O)C2Cc3ccccc3CN2C(C)=O)c1 (stereo not given)	1	-1.8	-2	0	4

cpd	GLD-1 TGE inh	Efflux pump inh	Fam108B inh	VLA-4 inh
37	4	0.5	nt	-3
38	-5	0.0	3	13
39	9	0.2	0	-6
40	1	0.0	-1	-6
41	6	0.1	nt	5
42	1	0.0	-1	-3
43	-9	0.0	3	18
44	-3	0.1	-17	6
45	5	-0.3	nt	0
46	-4	0.1	2	-4
47	-5	-0.1	1	5
48	14	-0.2	5	13

More records
cpd	SMILES	BCLXL inh	MEX-5 binding	PME-1 inh	GRK2 aptamer HTS	MCL1 BIM primary
49	CCCCCC(=O)NC(NC(=S)NC1CCS(=O)(=O)C1)C(Cl)(Cl)Cl (stereo not given)	7	-3.2	-3	0	2
50	Cc1cc(C)cc(-n2c(C)nc3cc(C(=O)O)ccc32)c1	2	1.5	-2	2	3
51	CCC(C)c1ccc(C(C)NC(=S)NC2CCCCC2)cc1 (stereo not given)	-1	1.6	-5	0	9
52	Fc1ccc(-c2ccnc3nc(N4CCN(c5ccccc5)CC4)nn23)cc1	7	-0.4	1	0	10
53	CC1Sc2ccc(S(=O)(=O)N3CCC(C(=O)NCc4ccccc4)CC3)cc2NC1=O (stereo not given)	6	-1.4	14	2	4
54	O=C1c2cccc3c([N+](=O)[O-])c(O)cc(c23)C(=O)N1Nc1ccccc1	18	-3.3	11	2	13
55	O=C(/C=C/c1ccc2c(c1)OCCCO2)c1ccccc1O	5	-0.5	3	0	3
56	COc1cc(/C=C(\C#N)C(=O)c2c(C)[nH]c3ccccc23)cc(OC)c1OC	8	0.0	1	1	3
57	O=[n+]1c2c(n([O-])c3ccccc31)CCCC2	8	5.2	2	0	6
58	Cc1ccc(-c2nnc(SCC(=O)N/N=C/c3c(C)nn(-c4ccccc4)c3C)n2-c2ccccc2)cc1	-9	1.4	-32	0	-1
59	Cc1ccc(S(=O)(=O)N2CCCOC2CNC(=O)C(=O)NCCCn2ccnc2)cc1 (stereo not given)	-10	-0.6	-1	0	-10
60	COc1cc(NC(=O)COC(=O)CNC(=O)C2CCCCC2)cc(OC)c1	2	nt	-5	0	14
61	Cn1c(=O)c(=O)n(C)c2cc(N3CCOCC3)c(NS(=O)(=O)c3ccc([N+](=O)[O-])cc3)cc21	10	-2.2	9	1	7
62	CCCNC(=O)NC(=O)CSc1ccc2c(c1)OCCO2	10	nt	-4	0	14

cpd	GLD-1 TGE inh	Efflux pump inh	Fam108B inh	VLA-4 inh
49	4	0.0	0	-2
50	-3	-0.1	1	9
51	5	1.5*	-4	16
52	11	-0.1	3	-9
53	7	-0.1	8	-2
54	19	-0.3	3	2
55	0	0.0	-5	3
56	6	-0.6	3	-6
57	4	-0.1	1	nt
58	7	-0.1	-9	4
59	8	0.6	0	-5
60	4	-0.3	nt	5
61	-4	0.3	-1	-1
62	1	-0.2	-5	13

Gathered by group, the compounds so far with bromine.
cpd	SMILES	BCLXL inh	MEX-5 binding	PME-1 inh	GRK2 aptamer HTS	MCL1 BIM primary
27	N#C/C(=N\Nc1cccc([N+](=O)[O-])c1)C(=O)c1ccc(Br)cc1	0	-0.1	29*	3	0
28	C/C(CC(=O)N(C(C)C)C(C)C)=N\NC(=O)c1ccccc1Br	-1	3.9	-7	1	2
37	O=C(CCNC(=O)c1ccccc1)NN=Cc1ccc(Br)o1	nt	nt	nt	58*	nt

cpd	GLD-1 TGE inh	Efflux pump inh	Fam108B inh	VLA-4 inh
27	-2	-0.2	27*	9
28	-2	0.2	4	13
37	4	0.5	nt	-3
